# MCF10A rereplic = induces DNA re-replication in MCF 10a normal breast cells; 2.9% of 350,000 active; MCF 10A DNA re-replication, Hoechst nuclear intensity, 48 h; Potency, µM (top dose mostly 46.1 µM), for inactives: at the top dose activity, positive = re-replication, usual class: activators; AID 624296; also: % of control where 0% means no effect; nearly all actives have a fitted effect of over 50% in size
# HepG2 tox = kills HepG2 cells in TGF-b inhibitor counter-screen | 0.76% of 410,000 active | Potency, µM (doses to about 46.1 µM), inactives show at the highest dose activity change, negative = cytotoxicity, actives largely listed as cytotoxic | AID 588856 | HepG2 CAGA-GFP viability, ATP luminescence, 18 h; also: some results filed as inactive show a strong effect at the top dose
#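 HepG2 CAGA-GFP cells (1000/well, DMEM with 1% FBS) received compound, then TGF-beta at 500 pg/mL final, and were incubated 18 hours at 37 degrees C. Viability was read by CellTiter-Glo luminescence. Media-only wells were set as complete cell-killing and DMSO as no toxicity.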
# Nrf2 block = Nrf2 pathway inhibition. A549 ARE-Fluc reporter, luciferase luminescence, 18-24 h. Potency, µM (titrated, usually from 46 µM), without a hit: at the highest dose activity change, negative = inhibition, actives largely listed as inhibitors. 2.1% of 360,000 active; also: % is scaled to controls: 0 for no effect and ±100 for the full control effect; nearly all actives have a fitted effect of over 60% in size
#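 Quantitative HTS in A549 cells stably bearing an antioxidant response element-firefly luciferase construct. Inhibition of Nrf2-driven transcription was scored by luminescence after 18-24 h of compound exposure at 37 °C.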
# ATXN2 expr inh = ATXN2 expression inhibition; HEK-293 ATXN2-luciferase reporter, luminescence, 24 h; Potency, µM (highest dose often 57 µM), without a hit: at the highest dose activity change, negative = inhibition, usual class: inhibitors; 0.72% of 360,000 active; also: % is scaled to controls: 0 for no effect and ±100 for the full control effect; nearly all actives have a fitted effect of over 55% in size
#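 ATXN2-luciferase reporter cells (luciferase flanked by upstream and downstream ATXN2 gene portions) were treated 24 h at 37 °C with compounds at up to 57 uM. SteadyGlo luminescence gave expression; GF-AFC fluorescence gave viability.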
# Nrf2 ARE act = Nrf2 pathway activation. Potency, µM (series often up to 46.1 µM), for inactives: top-dose activation, most hits filed as activators. 0.31% of 410,000 active. AREc32 ARE-luciferase reporter (MCF7-derived line), luminescence, 24 h; also: % of control where 0% means no effect; nearly all actives have a fitted effect of over 65% in size
#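 Quantitative high-throughput format: AREc32 reporter cells, 1000 per well, received compound by pin transfer and were incubated 24 hr at 37 deg C, 5% CO2, before Steady-Glo luminescence detection.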
# EPAC2 antag = blocks human EPAC2 exchange factor | EPAC2 GEF exchange of Rap1B-BODIPY-GDP, fluorescence | Potency, µM (highest dose often 114 µM), inactives show at the top dose activity, negative = inhibition, actives largely listed as inhibitors | 0.18% of 360,000 active | AID 720708; also: % is scaled to controls: 0 for no effect and ±100 for the full control effect; nearly all actives have a fitted effect of over 45% in size; many of its hits are not listed in these tables
# Target sequence (Q8WZA2 whole entry, looked up): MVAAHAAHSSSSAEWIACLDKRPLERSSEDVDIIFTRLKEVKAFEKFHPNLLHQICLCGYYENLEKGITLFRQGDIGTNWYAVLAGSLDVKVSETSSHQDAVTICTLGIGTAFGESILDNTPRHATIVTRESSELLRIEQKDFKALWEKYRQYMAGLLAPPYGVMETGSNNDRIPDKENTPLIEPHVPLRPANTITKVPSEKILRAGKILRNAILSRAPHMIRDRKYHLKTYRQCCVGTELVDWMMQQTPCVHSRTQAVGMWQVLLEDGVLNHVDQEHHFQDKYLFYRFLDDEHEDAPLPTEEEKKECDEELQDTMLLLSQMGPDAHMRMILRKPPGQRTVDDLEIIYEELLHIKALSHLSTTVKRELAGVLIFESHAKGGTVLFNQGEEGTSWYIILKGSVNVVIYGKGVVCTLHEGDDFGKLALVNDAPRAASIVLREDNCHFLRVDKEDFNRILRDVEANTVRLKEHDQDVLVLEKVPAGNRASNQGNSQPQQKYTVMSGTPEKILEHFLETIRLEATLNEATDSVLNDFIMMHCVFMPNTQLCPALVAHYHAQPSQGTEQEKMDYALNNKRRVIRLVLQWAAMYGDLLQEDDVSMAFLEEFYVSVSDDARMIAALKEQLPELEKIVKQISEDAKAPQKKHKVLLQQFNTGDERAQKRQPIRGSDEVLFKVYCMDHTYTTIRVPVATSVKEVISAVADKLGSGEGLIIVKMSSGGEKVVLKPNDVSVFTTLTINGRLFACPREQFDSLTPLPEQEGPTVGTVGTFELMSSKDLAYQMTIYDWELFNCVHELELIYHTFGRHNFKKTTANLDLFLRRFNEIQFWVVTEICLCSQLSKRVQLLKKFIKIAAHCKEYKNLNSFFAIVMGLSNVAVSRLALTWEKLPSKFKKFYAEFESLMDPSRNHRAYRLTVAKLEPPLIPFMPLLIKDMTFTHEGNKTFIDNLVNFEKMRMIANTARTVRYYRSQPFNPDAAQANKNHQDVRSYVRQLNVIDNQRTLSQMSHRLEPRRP
# TGFb SMAD3 inh = inhibitors of TGF-b signaling. 1.2% of 410,000 active. AID 588855. HepG2 CAGA-GFP TGF-b/SMAD3 reporter, GFP fluorescence, 18 h; TGF-beta stimulated, 500 pg/mL final. Potency, µM (top dose mostly 46.1 µM), for the others: at the highest dose activity, negative = inhibition, usual class: inhibitors; also: % is scaled to controls: 0 for no effect and ±100 for the full control effect; nearly all actives have a fitted effect of over 65% in size
#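 Read-out: total well GFP (ex488/em500-530) summed from mean per-cell fluorescence. Cells: HEPG2 CAGA-GFP, 1% FBS DMEM, 18 h at 37 degrees C with 500 pg/mL final TGF-beta. Unstimulated wells served as the full-inhibition control; stimulated DMSO wells = 0%.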
# S2 tox = viability counter-screen for ATXN expression inhibitors | S2 cells (HEK-293 line with an ATXN2-luciferase reporter) viability, CellTiter-Fluor protease fluorescence, 24 h | 0.49% of 400,000 active | Potency, µM (doses to about 56.7 µM), hits mostly cytotoxic; also: nearly all actives have a fitted effect of over 40% in size
# A549 viability = kills or reduces viability of A549 cells in Nrf2 counter-screen | A549 ARE-Fluc cells, CellTiter-Fluor viability, 18-24 h | Potency, µM (highest dose often 46 µM), without a hit: top-dose activity change, negative = cytotoxicity, actives largely listed as inhibitors | 0.16% of 390,000 active | AID 504648; also: % is scaled to controls: 0 for no effect and ±100 for the full control effect
#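 A549 ARE_Fluc cells in 5% FBS OPTI-MEM were exposed to compounds in concentration-response for 18-24 h at 37 deg C. Viability was read by CellTiter-Fluor fluorescence (Ex 405/Em 525) after 30 min, before the luciferase read.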
# * hit, by the source's call; i = inactive; ? = inconclusive; . = not tested or not shown; & = joins results of further samples; [ ] = dose if it differs, or a comment. Calls follow the shape of the dose curve; as a rule, active = well fitted curve in the direction sought with a large enough effect; inconclusive = small, poorly fitted or top-dose-only effect, or another doubt; inactive = no such curve, though single readings can be large; an effect the other way counts as inactive or inconclusive. Potency is read from the fitted curve at half-maximal effect. These rows are one share of the data. The share of hits here may be higher or lower than overall.
SMILES,MCF10A rereplic,HepG2 tox,Nrf2 block,ATXN2 expr inh,Nrf2 ARE act,EPAC2 antag,TGFb SMAD3 inh,S2 tox,A549 viability
CC(=O)O[C@@H]1[C@H]2CC[C@@H]3[C@]1(C[C@@H](OC(C)=O)[C@@]1(O)C([C@@H]4O[C@@H]4C1(C)C)[C@]3(C)O)C[C@@]2(C)O (some centres undefined),-2%,1%,7%,5%,-0.6%,5%,-18%,i,-1%
C[C@]12CC[C@H](O)CC1=C([N+](=O)[O-])CC1C2CC[C@@]2(C)C1CC[C@@H]2O (some centres undefined),-2%,-1%,1%,4%,3.3%,16%,-13%,i,2%
O=C1NC(=O)C(=Cc2coc3ccccc3c2=O)C(=O)N1,2%,-6%,-17%,.,4.4%,-4%[57.1 µM],-9%,i,-11%
COc1ccc(CC(=O)Nc2ccc(C#N)c(Cl)c2)cc1S(=O)(=O)N1CCOCC1,1%,-49%,?,-6%,2.5%,3%,0%,i,-6%
COc1ccc(C2(C#N)CCN(C)CC2)cc1,3%,-37%,3%,-11%,-0.3%,10%,-19%,?,2%
O=C1Nc2ccc(Br)cc2C(c2ccccc2)=NC1O (centres undefined),0%,0%,-11%,.,1.9%,-1%,-7%,i,0%
CC(C)COP(=O)(OCC(C)C)C(O)c1cccnc1 (centres undefined),13%,-37%,-4%,-6%,1.7%,-6%,4%,i,1%
CCOC(=O)C1(CCOc2ccccc2)CCN(Cc2cccc(O)c2)CC1,13%,-37%,11%,-25%,0.3%,-8%,-9%,i,-2%
CC(C)(C)c1ccc(CSc2cnn(C(C)(C)C)c(=O)c2Cl)cc1,4%,-14%,0.15µM*,.,0.0%,-9%,-22%,i,-10%
N#CC(c1ccc(O)cc1)N1CCCCC1 (centres undefined),15%,-12%,-11%,4%,-0.6%,-2%,19%,i,23%

# Some of the entries above in another layout:
CC(=O)O[C@@H]1[C@H]2CC[C@@H]3[C@]1(C[C@@H](OC(C)=O)[C@@]1(O)C([C@@H]4O[C@@H]4C1(C)C)[C@]3(C)O)C[C@@]2(C)O (some centres undefined)
  MCF10A rereplic: -2%	HepG2 tox: 1%	Nrf2 block: 7%	ATXN2 expr inh: 5%	Nrf2 ARE act: -0.6%	EPAC2 antag: 5%	TGFb SMAD3 inh: -18%	S2 tox: i	A549 viability: -1%

C[C@]12CC[C@H](O)CC1=C([N+](=O)[O-])CC1C2CC[C@@]2(C)C1CC[C@@H]2O (some centres undefined)
  MCF10A rereplic: -2%	HepG2 tox: -1%	Nrf2 block: 1%	ATXN2 expr inh: 4%	Nrf2 ARE act: 3.3%	EPAC2 antag: 16%	TGFb SMAD3 inh: -13%	S2 tox: i	A549 viability: 2%

O=C1NC(=O)C(=Cc2coc3ccccc3c2=O)C(=O)N1
  MCF10A rereplic: 2%	HepG2 tox: -6%	Nrf2 block: -17%	ATXN2 expr inh: .	Nrf2 ARE act: 4.4%	EPAC2 antag: -4%[57.1 µM]	TGFb SMAD3 inh: -9%	S2 tox: i	A549 viability: -11%

COc1ccc(CC(=O)Nc2ccc(C#N)c(Cl)c2)cc1S(=O)(=O)N1CCOCC1
  MCF10A rereplic: 1%	HepG2 tox: -49%	Nrf2 block: ?	ATXN2 expr inh: -6%	Nrf2 ARE act: 2.5%	EPAC2 antag: 3%	TGFb SMAD3 inh: 0%	S2 tox: i	A549 viability: -6%

# (more compounds)
SMILES,MCF10A rereplic,HepG2 tox,Nrf2 block,ATXN2 expr inh,Nrf2 ARE act,EPAC2 antag,TGFb SMAD3 inh,S2 tox,A549 viability
CN1C[C@H](CO)C=C2c3cccc4[nH]cc(c34)C[C@H]21,-14%,3%,15%,-8%,3.5%,-1%,-17%,i,-5%
O=C(Nc1ccc(OC(F)(F)F)cc1)Oc1ccccc1N1CCOCC1,2%,-65%,-20%,-25%,-0.2%,0%,?,i,-3%
O=C(Nc1ccc(Oc2ccc(Cl)cc2)c(Cl)c1)c1cc(I)cc(I)c1O,?,-9%,?,8%&-4%,0.0%,?,-4%,i,?
COCCOC(=O)C1=C(N)Oc2c(c(=O)oc3ccccc23)C1c1ccncc1 (centres undefined),-1%,-1%,-2%,2%,0.1%,1%,-8%,i,-1%
CCOC(=O)c1c(NC(NC(=O)CF)C(Cl)(Cl)Cl)sc2c1CCCC2 (centres undefined),?,-20%,-18%,-8%,3.6%,-6%,?,i,4%
COc1cc(C2Nc3c(C)cc(C)cc3-c3cc(C)nn32)cc(OC)c1O (centres undefined),.,-43%,8%,-23%,6.3%,.,?,?,-7%
Cc1ccc2c(c1)C1CN(C)CCC1N2C(=O)c1cn(-c2ccccc2)nc1-c1ccccc1 (centres undefined),21µM*,-44%,4%,-11%,3.5%,-22%,?,?,-1%
CC(C)(C)C(=O)N1Cc2cc(-c3ccccc3)ccc2-n2nncc2C1,.,-18%,.,-9%,3.3%,5%,-4%,i,.
CC(C)c1ccc(N=Nc2c(O)[nH]c(=O)[nH]c2=O)cc1,?,-22%,-29%,-5%,3.0%,7%,11%,i,-17%
C(#CCN1CCCCC1)COCc1ccccc1,0%,-13%,?,-4%,2.0%,0%,6%,i,5%

# A second format for part of the listing above.
SMILES	MCF10A rereplic	HepG2 tox	Nrf2 block	ATXN2 expr inh	Nrf2 ARE act	EPAC2 antag	TGFb SMAD3 inh	S2 tox	A549 viability
CC(C)c1ccc(N=Nc2c(O)[nH]c(=O)[nH]c2=O)cc1	?	-22%	-29%	-5%	3.0%	7%	11%	i	-17%
C(#CCN1CCCCC1)COCc1ccccc1	0%	-13%	?	-4%	2.0%	0%	6%	i	5%

# Carrying on.
SMILES,MCF10A rereplic,HepG2 tox,Nrf2 block,ATXN2 expr inh,Nrf2 ARE act,EPAC2 antag,TGFb SMAD3 inh,S2 tox,A549 viability
CC12CCC(=O)C=C1CCC1C2CCC2(C)C(O)(C(=O)CO)CCC12O (centres undefined),3%,-24%,-13%,2%,0.0%,11%,-1%,i,-4%
Cn1cccc1/C=C1\C(=O)NC(=O)N(Cc2ccco2)C1=O,1%,-5%,4%,9%,-0.9%,19%,3%,i,1%
COC(=O)C1=C(c2ccc3ccccc3c2)C[C@@H]2CC[C@H]1N2C(=O)NCCCOC(C)C,11%,-16%,?,-22%,-0.8%,-6%,-28%,i,-1%
O=C(Cc1ccccc1F)N1CCN(CC(=O)N2CCCC2)CC1,-4%,0%,2%,1%,-0.5%,14%,-15%,?,-1%
COC(=O)C1=C(c2ccc(F)cc2OCc2ccccc2)C[C@@H]2CC[C@H]1N2C(=O)NCc1cccc(OC)c1,25%,-5%,?,-39%,-0.3%,4%,2%,?,-18%
C#CC(C)(CC)NC(=O)Cn1nnc(-c2ccc(OCc3ccccc3C)cc2)n1 (centres undefined),.,-29%,?,-19%,9.5%,.,?,?,-14%
COc1cc(C2SCC(=O)Nc3c2c(C)nn3-c2ccccc2)cc(OC)c1OC (centres undefined),1%,-13%,10%,1%,-0.8%,4%,-1%,i,.
Cc1ccc2c(c1)C(c1ccccc1)NCC(=O)N2 (centres undefined),1%,4%,-1%,-8%,0.1%,3%,0%,i,-11%
Oc1ccc(Cl)cc1Sc1cc(Cl)ccc1O,?,-124%,-23%,?,17%,35µM*,8.9µM*,?,-7%
CN1CCCN(c2ccc([N+](=O)[O-])nc2)CC1,-5%,-8%,?,5%,0.3%,3%,1%,i,-14%
CC(=O)OC1CCC2(/C=N/O)C(=CCC3C4CCC(=O)C4(C)CCC32)C1 (centres undefined),1%,-2%,-10%,.,-1.0%,0%,20%,i,-3%
COc1ccc(CCNCc2ccc(C)s2)cc1OC,-2%,-24%,-2%,-26%,0.2%,1%,1%,i,4%
Cc1nn(C)c(C)c1/C=C1/CC2C3CC=C4CC(O)CCC4(C)C3CCC2(C)C1=O (centres undefined),12%,-29%,-22%,-13%,-0.3%,-9%,9%,i,1%
CCCCCn1c(=O)c(C(=O)Nc2cnccn2)c(O)c2ccccc21,16µM*,5%,4.6µM*,-27%[11.3 µM],3.4%,4%,?,i,?
O=C(Cc1ccccc1)OCC(=O)c1ccc(F)cc1,1%,1%,-6%,-8%,-0.8%,-3%,17%,i,-10%
CCCCn1c(O)c(C(=O)/C=C/c2ccc3c(c2)OCO3)c(=O)[nH]c1=O,?,24%,11%,-30%,?,-19%,11%,i,3%
CN(C)C1C(=O)C(C(N)=O)=C(O)C2(O)C(=O)C3=C(O)c4c(O)cccc4C(C)(O)C3C(O)C12 (centres undefined),-19%,3%,7%,-5%,-0.5%,1%,22%,i,0%
CCOC(=O)C(NC(=O)CCl)(Nc1ccc(C(O)(C(=O)OCC)C(F)(F)F)cc1)C(F)(F)F (centres undefined),6%,-7%,-5%,8%,?,-13%,-8%,i,?
CCOC(=O)[C@]12Cc3cc(C)ccc3[C@H]1N(C1CCCCC1)C(=O)c1cc(OC)ccc12,.,.,.,5µM*,-2.8%,?,.,4.5µM*,.
CCCCOc1ccc(CC2C(=O)N(C)C(=O)N(C)C2=O)cc1,0%,-10%,0%,12%,-0.2%,-10%,-1%,i,8%
CCOC(=O)C1(CCOc2ccccc2)CCN(Cc2ccc(C)s2)CC1,20%,-20%,-27%,-20%[11.3 µM],-0.2%,-9%,?,?,4%
Cc1ccccc1C1=NCC(=O)N(CC(=O)N2CCCCC2)c2sc(C)c(C)c21,2%,-18%,2%,3%,-0.6%,19%,0%,i,-20%
Cc1nc2ccccc2c(=O)n1/N=C/c1cc(Br)cc(Br)c1O,27%,-28%,-9%,?,-1.6%,-18%,?,i,1%
C=CCn1c(O)c(C=Nc2ccc(OC)cc2C)c(=O)[nH]c1=O,3%,-5%,-13%,5%,-0.6%,-4%,-2%,i,1%

# Source: PubChem BioAssay (National Center for Advancing Translational Sciences (NCATS))
